BL2 CD40 inh = inhibitors of CD40-induced NF-kB signaling, primary screen, BL2 cells, luciferase reporter, single point. CD40L-induced, 4 h. inhibition, % at 10 µM. 83,000 compounds, 0.94% hits. AID 1053188, 2014;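 active means mean inhibition of at least 50% with a set share of replicates also reaching that level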;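 further: 0% = neutral control wells and 100% = IKK inhibitor VII at 50 µM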
Numbers without * were called inactive; & = joins results of further samples; [ ] = another dose, or the depositor's remark. Only part of the results is shown; count on the stated rates, not on these rows.

SMILES | BL2 CD40 inh
O=C(Cc1ccccc1)NCC(=O)OCC(=O)c1ccc(F)cc1 | 7
CC(C)(C)C(=O)Nc1nc2c(s1)CN(Cc1ccccc1)CC2 | -86
OC[C@@H]1[C@H](c2ccc(C#Cc3ccccc3F)cc2)[C@H]2CN(Cc3cncnc3)CCCCN12 | -28[25 µM]
CC(=O)Nc1ccc(-c2ccnc3c2CC(C)(C(=O)Nc2cccc(Oc4ccccc4)c2)O3)cc1 (stereo unspecified) | -13
O=S(=O)(Cc1ccccc1)N1CCN(Cc2ccccc2)CC1 | 4
Cn1c(SCCOc2ccccc2Cl)nnc1-c1cccs1 | -16
CCOC(=O)N1CCN(CCC(=O)Nc2ccccc2OC)CC1 | 4
Cc1ccc(C(=O)N(Cc2nnc(-c3ccc(Cl)cc3)o2)C2CC2)o1 | -12
CCS(=O)(=O)Nc1ccc2c(c1)C(=O)N(C)C[C@@H](OC)[C@H](C)CN(CC1CCCC1)[C@@H](C)CO2 | 0
CN(C)CC(=O)N[C@H]1CC[C@H](CCn2cc(C3CCCC3)nn2)O[C@@H]1CO | -1
c1ccc(C(Cc2nc(-c3cccnc3)no2)c2ccccc2)cc1 | 5
N#Cc1c2n(c3c(N)ncnc13)CCCCC2 | -4
Cc1nn(C)cc1C(=O)Nc1ccc2c(c1)OCCO2 | 12
C/C=C/c1ccc([C@H]2[C@@H](CNC(=O)CC)N(Cc3ccccn3)[C@H]2CO)cc1 | -12[25 µM]
O=C(CN1C(=O)c2ccccc2S1(=O)=O)NCCc1ccccc1 | 6
O=S(=O)(Nc1nccs1)c1ccc(NS(=O)(=O)c2cccs2)cc1 | -10
O=C(CC1SC(N2CCCCC2)=NC1=O)Nc1cccc(C(=O)NCc2ccccc2)c1 (stereo unspecified) | -3
O=C(Nc1cccc2ccccc12)c1cn(-c2ccccc2)nc1-c1cccs1 | 4
O=C1CN(C(=O)c2cnccn2)c2ccccc2N1 | 6
CCOC(=O)CC(C#N)c1c[nH]c2ccccc12 (stereo unspecified) | 0
O=c1cc[nH]c2cc(C(F)(F)F)ccc12 | 7
CCOc1ccccc1OCC(=O)NNC(=S)NC1CCCCC1 | 12
COc1ccccc1CNC(=O)COc1ccc(S(=O)(=O)N2CCOCC2)cc1 | 1
CC1CN(C(=O)/C(C#N)=C2\N=C(NC(=O)c3ccc(F)cc3)c3ccccc32)CC(C)O1 (stereo unspecified) | 10
COCc1cc(=O)n2[nH]c(C)cc2n1 | 4
(continued)
SMILES | BL2 CD40 inh
NC(=O)C1CCN(C(=O)c2ccc(Oc3ccccc3)cc2)CC1 | 3
Cc1cccc(CCNC(=O)C2CCC(=O)N2Cc2ccc(F)cc2)c1 (stereo unspecified) | 14
Cc1nonc1C(=O)N/N=C/c1ccc([N+](=O)[O-])o1 | -6
Cc1ccccc1Cn1c(O)c(N=NC(=S)Nc2ccccc2F)c2ccccc21 | 5
CC(C)NC(=O)NS(=O)(=O)c1cnccc1NC1CC2CCC1C2 (stereo unspecified) | 1
NC(=O)c1ccccc1OCC(=O)N1CCC(Cc2ccccc2)CC1 | 9
Cc1cc(NC(=O)COC(=O)CCCOc2ccc(Cl)cc2C)no1 | -7
Cc1cc(NC(=O)CSc2ccc3nnc(-c4ccccc4)n3n2)no1 | 4
Cn1nccc1C(=O)Nn1cnnc1 | 8
COc1ccc(CN2CCN(CC(O)Cn3c4ccccc4c4ccccc43)CC2)cc1 (stereo unspecified) | -15
CCN(CC(=O)Nc1ccc(NC(C)=O)cc1)C(=O)c1cc(S(=O)(=O)N2CCCCCC2)ccc1OC | -21
O=C(NCCN1CCOCC1)c1cc(-c2cccs2)nc2ccccc12 | 1
COc1cccc(CN2CC(C(=O)NC3(c4ccccc4)CC3)CCC2=O)c1 (stereo unspecified) | -3
O=S(=O)(Nc1cccc(-c2cn3cccnc3n2)c1)c1ccc(-c2ccccc2)cc1 | 6
O=C(C[C@H]1C[C@H]2c3cc(NC(=O)c4ccc5c(c4)OCO5)ccc3O[C@H]2[C@@H](CO)O1)NCc1ccccn1 | 4[25 µM]
COc1ccc(CC(=O)N(CC2CCCO2)c2nc3ccccc3s2)cc1 (stereo unspecified) | -14
Brc1ccccc1-c1nnc(CSc2nnnn2-c2ccccc2)o1 | -22&-26
COc1cccc(CNC(=O)CCC2CCCN(Cc3cc(Cl)ccc3O)C2)c1 (stereo unspecified) | 5
CC(=O)NC(C)(c1ccccc1)c1nc(-c2cncnc2)cs1 (stereo unspecified) | -11
Cc1ccc(NC(=O)CCNS(=O)(=O)c2ccc3c(c2)oc(=O)n3C)cc1 | 3
CN(Cc1ccccc1NS(=O)(=O)c1ccc2ccccc2c1)C1CCCCC1 | 8
Cc1ccc(S(=O)(=O)NCCCCCC(=O)N(C)C)cc1 | 17
CC(C)CCn1c(=O)c2ccccc2n2c(CN3CCOCC3)nnc12 | -3
O=C(c1nc2ncccn2n1)N1CCc2ccccc2C1 | 3
O=S(=O)(c1ccc(Cl)cc1)N1CCN(Cc2ccc(O)c3ncccc23)CC1 | -42
(next part)
SMILES | BL2 CD40 inh
COc1ccccc1NC(=O)Cn1ncc2c1-c1ccccc1OC2 | 1
O=C(NCCC1=CCCCC1)C1CCN(c2nc3ccccc3o2)CC1 | 3
CS(=O)(=O)c1ccc(-c2cccc(NC(=O)c3ccc4c(c3)OCO4)c2)nn1 | -1
O=C1C(=Cc2ccncc2)CCCc2ccccc21 | -34
Cn1c(SCCCC(=O)c2ccccc2)nnc1-c1ccncc1 | 4
CC(=O)N1CCc2c(sc(NC(=O)C3CCN(S(=O)(=O)c4cccs4)CC3)c2C(N)=O)C1 | 3
CCCCn1c(NCCO)nc2ccccc21 | -13
CCc1nnc(NC(=O)CCC(=O)N2CCN(C3CCCCC3)CC2)s1 | 3
COc1ccc(S(=O)(=O)N2CCOCC2)cc1Cl | -7
CCN1CCN(C(=O)CCCCCn2c(=O)[nH]c3cc(C(=O)OC)ccc3c2=O)CC1 | 1
CCC(=O)Nc1ccc(C(=O)COC(=O)c2sc(C)nc2C)cc1 | 3
COC(=O)CCC(NC(=O)c1cc(C)oc1C)C(=O)OC (stereo unspecified) | 4
CC1(C2CC2)NC(=O)N(CC(=O)N2CCN(c3ccccc3)CC2)C1=O (stereo unspecified) | 3
COc1ccc(N2CCN(C(=O)c3ccc(COc4ccc([N+](=O)[O-])cc4)o3)CC2)cc1 | 1
CN(CC(=O)Nc1ccccc1C(F)(F)F)C(=O)CSCc1ccc(Cl)c(Cl)c1 | 2
CCCC(=O)Nc1cc(C(=O)O)ccc1Sc1ccccc1 | 4
COc1ccc2c3c([nH]c2c1)[C@@H](CO)N(Cc1ccccn1)CC31CN(Cc2cccc(F)c2)C1 | -9[25 µM]
CC1Cc2ccccc2N1C(=O)CSc1ccccn1 (stereo unspecified) | -23
O=c1[nH]cnc2c1nnn2Cc1ccccc1 | 3
OC[C@@H]1Nc2ccc(C3=CCCCC3)cc2[C@@H]2[C@H]1CCN2Cc1nccs1 | -2[25 µM]
CCC(C(=O)NC(C)(C)C)N(Cc1ccc(OC)cc1)C(=O)c1snc(C(N)=O)c1N (stereo unspecified) | 7
Cc1cc(NC(=O)COC(=O)CCC(=O)c2ccc(F)cc2)no1 | 10
O=C(c1ccccc1)N1CC[C@H]2[C@H](CO)Nc3ccc(-c4ccccc4F)cc3[C@H]21 | 3
CN1CCN(C(=O)C[C@H]2CC[C@H]3[C@@H](COC[C@H](O)CN3CC3CCCCC3)O2)CC1 | -6[25 µM]
CC1(C)C(=O)C=CC(=O)C(C)(C)C(=O)C=CC(=O)C(C)(C)C2=CC=C(O2)C(C)(C)C(=O)C=CC1=O | -46

As a short view, some entries already given:
SMILES | BL2 CD40 inh
Cn1c(SCCCC(=O)c2ccccc2)nnc1-c1ccncc1 | 4
CC(=O)N1CCc2c(sc(NC(=O)C3CCN(S(=O)(=O)c4cccs4)CC3)c2C(N)=O)C1 | 3
CCCCn1c(NCCO)nc2ccccc21 | -13
CCc1nnc(NC(=O)CCC(=O)N2CCN(C3CCCCC3)CC2)s1 | 3
COc1ccc(S(=O)(=O)N2CCOCC2)cc1Cl | -7
CCN1CCN(C(=O)CCCCCn2c(=O)[nH]c3cc(C(=O)OC)ccc3c2=O)CC1 | 1
CCC(=O)Nc1ccc(C(=O)COC(=O)c2sc(C)nc2C)cc1 | 3
COC(=O)CCC(NC(=O)c1cc(C)oc1C)C(=O)OC (stereo unspecified) | 4
CC1(C2CC2)NC(=O)N(CC(=O)N2CCN(c3ccccc3)CC2)C1=O (stereo unspecified) | 3
COc1ccc(N2CCN(C(=O)c3ccc(COc4ccc([N+](=O)[O-])cc4)o3)CC2)cc1 | 1
CN(CC(=O)Nc1ccccc1C(F)(F)F)C(=O)CSCc1ccc(Cl)c(Cl)c1 | 2
CCCC(=O)Nc1cc(C(=O)O)ccc1Sc1ccccc1 | 4
COc1ccc2c3c([nH]c2c1)[C@@H](CO)N(Cc1ccccn1)CC31CN(Cc2cccc(F)c2)C1 | -9[25 µM]
CC1Cc2ccccc2N1C(=O)CSc1ccccn1 (stereo unspecified) | -23
O=c1[nH]cnc2c1nnn2Cc1ccccc1 | 3
OC[C@@H]1Nc2ccc(C3=CCCCC3)cc2[C@@H]2[C@H]1CCN2Cc1nccs1 | -2[25 µM]
CCC(C(=O)NC(C)(C)C)N(Cc1ccc(OC)cc1)C(=O)c1snc(C(N)=O)c1N (stereo unspecified) | 7
Cc1cc(NC(=O)COC(=O)CCC(=O)c2ccc(F)cc2)no1 | 10
O=C(c1ccccc1)N1CC[C@H]2[C@H](CO)Nc3ccc(-c4ccccc4F)cc3[C@H]21 | 3
CN1CCN(C(=O)C[C@H]2CC[C@H]3[C@@H](COC[C@H](O)CN3CC3CCCCC3)O2)CC1 | -6[25 µM]
CC1(C)C(=O)C=CC(=O)C(C)(C)C(=O)C=CC(=O)C(C)(C)C2=CC=C(O2)C(C)(C)C(=O)C=CC1=O | -46

More entries:
SMILES | BL2 CD40 inh
CCCc1cc(C(=O)Nc2nccs2)cs1 | 3
CC(C)OCCCNC(=O)CNC(=O)c1ccc(Cl)c(Cl)c1 | 27*
CC(=O)N(C)C[C@H]1Oc2ccc(N(S(C)(=O)=O)S(C)(=O)=O)cc2C(=O)N(C)C[C@@H]1C | 18
O=C(Nc1cc(F)ccc1F)N1C[C@H]2[C@@H](c3ccccc31)[C@@H](CO)N2Cc1cccnc1 | -7[25 µM]
O=C(COC(=O)C1CCN(c2ccc(C(F)(F)F)cn2)CC1)NC1CCCCC1 | -5
CC(C)n1nc(C(=O)OCC(=O)N2CC(=O)Nc3ccccc32)c2ccccc2c1=O | 11
CC(C)NC(=O)N1CC(=O)N2[C@H](CO)[C@@H](c3ccc(/C=C/c4ccccc4)cc3)[C@@H]2C1 | -5[25 µM]
Cc1[nH]c2ccccc2c1C(=O)C(C)OC(=O)c1ccccc1NCCO (stereo unspecified) | 26
O=C(NC1CCCCC1)C1CCCN(S(=O)(=O)c2cccs2)C1 (stereo unspecified) | 15
O=C(CCC(=O)Nc1ccc(F)cc1)N/N=C/c1ccccc1 | 3
C[C@H]1CN([C@@H](C)CO)C(=O)c2cccc(NS(=O)(=O)c3cn(C)cn3)c2O[C@H]1CN(C)C(=O)Nc1ccc(F)cc1 | -1[25 µM]
O=C(COC(=O)/C=C/c1cccc(F)c1)NC1CC1 | -5
CC(=O)c1c(C)[nH]c(C(=O)OCC(=O)c2ccc3c(c2)NC(=O)CO3)c1C | 1
CCOc1ccc(S(=O)(=O)N2CCCCC2)cc1NS(=O)(=O)c1cccs1 | -4
CCN1[C@@H]2c3ccc(-c4ccccc4F)c(=O)n3C[C@H]1[C@H](CO)[C@H]2C(=O)N1CCCCC1 | -12[25 µM]
CCOc1ccc(C(=O)Nc2cnn(Cc3ccc(Cl)c(Cl)c3)c2)cc1 | 12
C[C@H](CO)N1C[C@H](C)[C@H](CN(C)S(C)(=O)=O)OCc2cnnn2CCCC1=O | -8[25 µM]
O=C(Nc1ccccc1F)N[C@H]1CC[C@@H](CCNC(=O)C2CCCC2)O[C@H]1CO | 4
CCOC(=O)c1sc(NC(C)=O)c(C(=O)OCC)c1C | 5
Cc1nc(Cl)c2c(n1)N(CC(N)=O)C(=O)CO2 | -1
COc1ccc(C(=O)CCC(=O)NCCc2c[nH]c3ccccc23)cc1 | 8
CN(CC1CCCO1)S(=O)(=O)c1ccc(C(=O)N2CCN(c3ccccc3)CC2)cc1 (stereo unspecified) | -3
CN(C)Cc1cc(C(C)(C)c2ccccc2)ccc1O | -1
COc1ccc(CCn2c(C)cc3c(c2=O)C(c2ccncc2)C(C#N)=C(N)O3)cc1OC (stereo unspecified) | -4
Cc1ccc(S(=O)(=O)N2CCCCC2CCNC(=O)C(=O)NCc2ccccc2)cc1 (stereo unspecified) | 7
Other results.
SMILES | BL2 CD40 inh
COc1ccc(C(=O)c2cnc3ccccc3c2-c2ccccc2)cc1 | 14
O=C(NC[C@H]1[C@@H](c2ccccc2)[C@@H](CO)N1C(=O)C1CCC1)NC1CCCC1 | -2[25 µM]
Cc1ccc(CC(=O)NCCCn2ccnc2)cc1 | -7
CCCN(C(=O)c1cc(-c2ccco2)nc2ccccc12)c1c(N)n(Cc2ccccc2)c(=O)[nH]c1=O | 4
O=C1c2ccccc2S(=O)(=O)N1Cc1nc2ccccc2s1 | 70*
CO[C@H](C(=O)N(C)C[C@@H]1OCc2ccccc2-c2c(n(C)c3ccccc23)C(=O)N([C@H](C)CO)C[C@@H]1C)c1ccccc1 | -21[25 µM]
CCCC(=O)OCC(=O)Nc1cc([N+](=O)[O-])ccc1OC | -2
COc1ccccc1C(=O)NC(CCSC)C(=O)NCc1ccccn1 (stereo unspecified) | 1
Cc1cc(C(=O)CCC(=O)NNC(=O)c2ccccc2O)c(C)s1 | -23
COc1ccc(S(=O)(=O)N2CCCCCC2)cc1C(=O)N(C)Cc1cccc(OC)c1OC | 13
O=C(Nc1ccc2snnc2c1)N1CCOCC1 | 22
CC1(C)Cc2nc3sc4c(=O)n(CC(N)=O)cnc4c3cc2CO1 | -39
CCC(=O)NC1OC(CO)C(O)C(O)C1O (stereo unspecified) | 2
O=C(Nc1ccc(F)cc1)N1C[C@@H]2[C@H](c3ccccc31)[C@H](CO)N2C(=O)Cc1ccccn1 | -12
Cc1cc(C(=O)N2CCN(C(c3ccccc3)c3ccccc3)CC2)on1 | -1
O=C(NCc1ccco1)c1ccccc1-c1nc(-c2ccccc2)no1 | -37
CCCn1nc(C(=O)N2CCN(c3ccccn3)CC2)c2ccccc2c1=O | 7

Bioassay records as filed in PubChem.
